Source: PubChem BioAssay
MEKK3 PB1 HTS: MEKK3-MEK5 PB1 interaction, increase or decrease | binding response (% of control), % at 10 µM | bead-based flow cytometry, Alexa488-MEK5 binding to MEKK3; actives lie on both sides; 0 = blocked by unlabeled MEK5, 100 = vehicle | 290,000 tested, 1.4% active | Q99759 | AID 1529;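 active = binding response more than 3 SD above or below the average of its plate-row segment, actives on both sides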;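 note: Alexa488 bead fluorescence after subtracting the streptavidin-only scavenger bead signal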
GalR3 antagonist: antagonists of human GalR3; inhibition, % at 3 µM; HEK293 GalR3-CNG cAMP membrane potential fluorescence; galR3 body fused to GalR1 C-terminus; O60755; 360,000 tested, 0.44% active;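 active = inhibition above the screen-wide average plus 3 SD, cut at about 13% in these data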;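 note: forskolin and galanin both at EC90 stimulate the cells; cAMP rise reported by CNG channel membrane potential dye signal; 0% = forskolin plus galanin with DMSO and 100% = forskolin alone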
CRFR2-BP ag: agonists of human CRF-binding protein/CRF-R2 receptor complex; activation, % at 13.2 µM; AID 588473; HEK293 CRF-R2/CRF-BP, calcium dye fluorescence (FLIPR); percent of saturating CRF peptide response; 350,000 tested, 0.46% active;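 active = activation of at least 50%, plus an integration ratio under a set limit after plate pattern correction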;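 note: plate controls were neutral control wells without compound for no effect and CRF at EC100 for full effect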
PHOSPHO1 inh: blocks human PHOSPHO1 phosphatase activity. recombinant PHOSPHO1, absorbance phosphatase assay. inhibition, % at 13.3 µM. 290,000 tested, 1.1% active; in the data active = inhibition above about 60%
pCIP destab: p/CIP protein destabilization; Q05BA5; F442A p/CIP-EGFP cells, EGFP fluorescence, 16 h; decrease of EGFP signal, % at 10 µM; 290,000 tested, 0.01% active;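 active = EGFP signal decrease of at least 30% at 10 µM or well 3 SD below plate mean, unless failing retest; inactive = the rest, including hits failing retest or dose response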; note: some compounds called inactive have numbers as strong as hits; many of its hits are not listed in these tables
Target sequence (Q05BA5 1-1403): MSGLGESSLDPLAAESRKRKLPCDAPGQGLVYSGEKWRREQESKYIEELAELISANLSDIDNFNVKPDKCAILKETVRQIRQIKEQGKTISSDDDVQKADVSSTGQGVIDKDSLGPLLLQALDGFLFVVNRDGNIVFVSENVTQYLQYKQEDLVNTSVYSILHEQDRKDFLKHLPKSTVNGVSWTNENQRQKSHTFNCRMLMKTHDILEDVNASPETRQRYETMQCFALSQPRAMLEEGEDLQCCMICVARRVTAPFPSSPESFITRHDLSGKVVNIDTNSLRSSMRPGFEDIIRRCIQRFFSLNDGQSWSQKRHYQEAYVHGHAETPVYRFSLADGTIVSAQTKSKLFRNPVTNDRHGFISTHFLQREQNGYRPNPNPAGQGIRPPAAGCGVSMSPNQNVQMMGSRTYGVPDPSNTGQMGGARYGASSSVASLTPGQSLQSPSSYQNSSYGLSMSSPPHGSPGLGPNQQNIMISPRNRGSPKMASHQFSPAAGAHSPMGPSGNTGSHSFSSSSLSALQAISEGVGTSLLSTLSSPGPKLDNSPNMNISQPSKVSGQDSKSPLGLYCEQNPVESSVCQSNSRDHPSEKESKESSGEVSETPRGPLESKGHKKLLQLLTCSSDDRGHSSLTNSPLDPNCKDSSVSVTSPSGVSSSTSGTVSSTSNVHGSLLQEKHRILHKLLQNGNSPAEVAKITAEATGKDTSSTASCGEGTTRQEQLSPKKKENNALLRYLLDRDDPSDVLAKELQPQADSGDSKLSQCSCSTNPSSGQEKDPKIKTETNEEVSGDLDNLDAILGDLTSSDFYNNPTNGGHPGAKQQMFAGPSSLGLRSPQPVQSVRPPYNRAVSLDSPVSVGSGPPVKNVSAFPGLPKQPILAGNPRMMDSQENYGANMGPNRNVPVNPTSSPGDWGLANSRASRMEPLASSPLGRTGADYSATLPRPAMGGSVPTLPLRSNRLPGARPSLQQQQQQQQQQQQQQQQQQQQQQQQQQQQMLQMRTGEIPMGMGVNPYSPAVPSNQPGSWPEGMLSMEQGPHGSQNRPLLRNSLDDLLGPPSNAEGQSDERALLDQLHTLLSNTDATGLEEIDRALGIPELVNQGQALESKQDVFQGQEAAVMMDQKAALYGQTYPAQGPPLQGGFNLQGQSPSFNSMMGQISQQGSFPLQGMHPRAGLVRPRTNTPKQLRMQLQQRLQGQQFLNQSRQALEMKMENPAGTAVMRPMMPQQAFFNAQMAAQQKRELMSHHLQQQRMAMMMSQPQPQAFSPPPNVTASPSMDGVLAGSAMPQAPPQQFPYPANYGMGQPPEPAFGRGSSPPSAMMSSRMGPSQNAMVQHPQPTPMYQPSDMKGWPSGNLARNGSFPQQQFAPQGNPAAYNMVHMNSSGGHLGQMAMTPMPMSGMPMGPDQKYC
IDE inh: inhibitors of human insulin-degrading enzyme in cells. P14735. HEK cells, FAbetaB cleavage, fluorescence polarization. inhibition, % at 5.59 µM. 320,000 tested, 0.41% active;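 active = percent inhibition above the average of all tested compounds plus 3 SD, set per screening campaign, cut at about 16% in these data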;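 note: IDE supplied by intact live HEK cells; FP after avidin binding of uncleaved biotin substrate so inhibition keeps polarization high; 0% = DMSO wells and 100% = 60 µM reference IDE inhibitor Ii1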
IDE cell activ: activators of human insulin-degrading enzyme in cells | HEK cells, FAbeta-B cleavage, fluorescence polarization; 0% vehicle, 100% cell-free pure enzyme wells | activation, % at 5.96 µM | P14735 | 340,000 tested, 0.073% active;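 active = activation above the mean of all tested compounds plus 3 SD, set per screening campaign, cut at about 17% in these data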
CRFR2-BP antag: CRF-BP/CRF-R2 complex antagonism; HEK293 CRF-R2/CRF-BP, CRF-induced calcium fluorescence; inhibition, % at 11.8 µM; 350,000 tested, 0.59% active;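 active = inhibition of the ligand-induced calcium signal above about 50% at the single tested concentration, limit read from the data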
CHRM4 PAM: positive allosteric modulators of human muscarinic M4 receptor; CHO-K1 hM4/Gqi5, Fluo-8 calcium fluorescence, ACh EC20; 0% = ACh EC20, 100% = maximal ACh; P08173; AID 624126; 360,000 tested, 0.4% active; activation, % at 3 µM;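 active = activation above its plate's cutoff, the mean activation of sample wells plus 3 SD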; note: some results filed as inactive read as strong as hits
An asterisk follows results filed as active; x = not tested or not shown; [ ] = another dose, or the depositor's remark. Compounds as they come. Share with any hit: about 4.2%.

SMILES | MEKK3 PB1 HTS | GalR3 antagonist | CRFR2-BP ag | PHOSPHO1 inh | pCIP destab | IDE inh | IDE cell activ | CRFR2-BP antag | CHRM4 PAM
Cc1nnc(SCC(=O)Nc2sc3c(c2C(N)=O)CCCC3)[nH]c1=O | 101 | -1 | 0.1 | -38 | -5 | -1 | 4 | -6 | 5
COC(=O)CNC(=O)CNC(=O)c1nn(-c2ccc(OC)c(Cl)c2)c(=O)c2ccccc12 | x | -2 | 0.2 | 3 | -9 | -11 | 5 | 11 | -6
c1ccc(C[C@H]2CN=C(Nc3ccccc3)N2CCCC2CCCCC2)cc1 | x | 3 | -0.1 | x | x | 3 | 3 | -7 | -1
N/C(=N\OC(=O)c1ccccc1[N+](=O)[O-])c1ccccn1 | 96 | 3 | -2.5 | 32 | 13 | -7 | 1 | -5 | -2
CC(Sc1nncn1C)C(=O)Nc1ccc2ccccc2c1 (configuration not stated) | x | -1 | -1.6 | x | x | x | 5 | 2 | 7
COc1ccc(N2C(=O)CC(N3CCN(C4CCc5ccccc5C4)CC3)C2=O)cc1 (configuration not stated) | 103 | -2 | 0.2 | 24 | -3 | 2 | 1 | 14 | -2
COc1cccc(NC(=O)CSc2nnc(-c3cc(C)n(-c4ccccc4)c3C)o2)c1 | 110 | 0 | -0.9 | 9 | 7 | 0 | 4 | 12 | -2
O=C(Cn1ncnn1)OCc1ccccc1Cl | 104 | -4 | -0.7 | -2 | 0 | 6 | 5 | 10 | 2
Cc1ccc(/C=N/N=C2/NC(=O)C(CC(=O)N3CCOCC3)S2)cc1 (configuration not stated) | 104 | -5 | -0.4 | 25 | -3 | 2 | 7 | -1 | -14
CC1(C)NC(=O)N(c2ccc([N+](=O)[O-])c(C(F)(F)F)c2)C1=O | x | -1 | 2.5 | x | x | -3 | -2 | -15 | -1
CCC(C)(CC(=O)N(C)CCC#N)c1ccccc1 (configuration not stated) | 115 | -4 | 0.8 | -28 | -8 | 0 | 2 | -13 | 13
COc1ccc(CCNS(=O)(=O)CCNC(=O)c2ccccc2)cc1 | x | -1 | -1.8 | x | x | 9 | 1 | -4 | 3
O=c1oc2ccccc2c(Nc2ccccc2O)c1[N+](=O)[O-] | 98 | -5 | 1.6 | 28 | -5 | 2 | -2 | -17 | 10
O=C(NC1CCN(S(=O)(=O)c2ccccc2)CC1)c1ccc(F)cc1 | 98 | -9 | 0.7 | x | -7 | 7 | -1 | -11 | -4
O=[N+]([O-])c1ccccc1OCCCn1cnc2ccccc21 | 102 | -3 | 0.5 | 29 | -25 | x | 14 | -6 | 3

Three of the entries above in order of their number in CRFR2-BP ag, descending.
SMILES | MEKK3 PB1 HTS | GalR3 antagonist | CRFR2-BP ag | PHOSPHO1 inh | pCIP destab | IDE inh | IDE cell activ | CRFR2-BP antag | CHRM4 PAM
CC1(C)NC(=O)N(c2ccc([N+](=O)[O-])c(C(F)(F)F)c2)C1=O | x | -1 | 2.5 | x | x | -3 | -2 | -15 | -1
COC(=O)CNC(=O)CNC(=O)c1nn(-c2ccc(OC)c(Cl)c2)c(=O)c2ccccc12 | x | -2 | 0.2 | 3 | -9 | -11 | 5 | 11 | -6
N/C(=N\OC(=O)c1ccccc1[N+](=O)[O-])c1ccccn1 | 96 | 3 | -2.5 | 32 | 13 | -7 | 1 | -5 | -2

(further entries)
SMILES | MEKK3 PB1 HTS | GalR3 antagonist | CRFR2-BP ag | PHOSPHO1 inh | pCIP destab | IDE inh | IDE cell activ | CRFR2-BP antag | CHRM4 PAM
COC(=O)C1(CC2CC(c3ccccc3)=NO2)CCN(C(=O)OC(C)(C)C)CC1 (configuration not stated) | 100 | -3 | 0.3 | x | x | 12 | -1 | 4 | -13
Cc1cc(C(=O)N/N=C/c2cccnc2)c(C)o1 | 101 | -3 | -1.3 | 11 | -6 | 9 | -1 | 4 | 8
CC(C)(C)c1ccc(C(=O)N/N=C/c2ccc(OCCCF)cc2)cc1 | 87 | -4 | 0.5 | 51 | -8 | 4 | 4 | -11 | 6
CN(CC(=O)Nc1ccc(Cl)cc1)C(=O)C1CCCC1 | x | -5 | 0.1 | x | x | x | 3 | -4 | 13
CCn1c(N2CCN(S(=O)(=O)c3ccccc3C(F)(F)F)CC2)nc2ccccc21 | 2.0*[inhibitor] | -7 | 0.1 | -2 | -8 | 0 | 0 | 3 | -6
Cc1cc2oc(=O)cc(-c3ccccc3)c2c(C)c1-c1ccc(O)cc1 | x | -2 | 0.5 | x | x | x | 0 | 50* | 2
Cc1cc(=O)[nH]c(NN=C(CC(C)C)CC(C)C)n1 | 102 | -2 | 2.1 | 12 | 0 | 2 | 4 | -32 | 1
CN(C(=O)c1cccc(NC(=O)Cc2ccc(NC(=O)C3CCCN(C(=O)C4CCCC4)C3)cc2)c1)C1CCCC1 (configuration not stated) | x | -6 | -2.2 | x | x | x | 1 | 3 | -3
Cc1ccc(NCN2C(=O)C3CC=C(Cl)CC3C2=O)cc1 (configuration not stated) | 100 | -3 | -0.1 | -8 | -1 | -2 | 3 | 3 | -2
CCCn1c(N)c(C(=O)CSc2nnnn2-c2ccc(O)cc2)c(=O)n(C)c1=O | 108 | -3 | 2.9 | 26 | -5 | 3 | 2 | -13 | 3
CCCCN(Cc1ccccc1)C(=O)C1CCN(Cc2sccc2C)CC1 | 103 | -6 | 2.5 | -25 | -6 | 2 | -1 | -19 | -9
NC(=O)[C@@H]1CCCN1Cc1nc(Cc2cccc(C(F)(F)F)c2)no1 | 100 | -5 | 1.2 | 27 | -13 | 0 | 1 | 6 | 4
O=C(NCC1CCCO1)c1cccs1 (configuration not stated) | 103 | 1 | 0.2 | -15 | 0 | -2 | 6 | 9 | 36*
O=C(ONC(=O)C1C2C=CC(C2)C1C(=O)NOC(=O)c1ccccc1)c1ccccc1 (configuration not stated) | x | -3 | 0.3 | x | x | x | 0 | 3 | 5
COc1ccc(NC(=O)c2cc(S(=O)(=O)N3CCCCC3)ccc2C)cc1S(=O)(=O)N1CCOCC1 | x | -4 | -0.2 | x | x | x | 2 | -5 | 0
CCOC(=O)C1(CC2CC2)CCN(Cc2ccc(O)c(Cl)c2)CC1 | 104 | x | x | -7 | -1 | 0 | x | x | x
CCOc1ccc(NC(=O)CN(Cc2ccccc2)S(C)(=O)=O)cc1 | 92 | 0 | -0.1 | -17 | 6 | 9 | -2 | 12 | 1
CC1(C)CC(=O)C=C(c2ccccc2CO)C1=O | x | -6 | 0.6 | x | x | x | x | -3 | -4
Cc1nc([N+](=O)[O-])cn1Cc1cccc2ccccc12 | 100 | -10 | -0.9 | 14 | 5 | 0 | 0 | 20 | 5
C/C(=N\NC(=O)CC#N)c1cc2ccc(O)cc2oc1=O | 100 | 2 | 11 | 26 | 1 | -5 | -2 | -3 | 5
O=C(COc1ccccc1-c1ccccc1)Nc1ccc(S(=O)(=O)NCc2ccco2)cc1 | 79 | -5 | 2.4 | 4 | 0 | 1 | 6 | -18 | -3
CC(Sc1nccn1C)C(=O)NC1(C#N)CCCCC1 (configuration not stated) | x | -4 | 0.5 | x | x | 7 | 4 | -4 | 0
CCOc1ccc(N(CC(=O)NC2CCCCC2)C(=O)CCC(=O)Nc2nc(C)cs2)cc1 | 102 | -2 | 0.7 | 32 | -9 | -14 | 2 | -26 | 2
O=C(O)/C=C/C(=O)Nc1ccc(C2(c3ccc(NC(=O)/C=C/C(=O)O)cc3)c3ccccc3-c3ccccc32)cc1 | 96 | 5 | -0.3 | 29 | -10 | 0 | 4 | 2 | -2
C(=N\NC1=Nc2cccc3cccc1c23)/c1ccccn1 | 95 | -6 | 2.2 | -2 | 33 | x | -23 | -16 | -6
CC(C)c1ccc2nc(SCC(=O)NCC3CCCO3)c(C#N)cc2c1 (configuration not stated) | 102 | -8 | -0.4 | 24 | -8 | 0 | 0 | 6 | 4
COc1ccc(CN2CCN(C(=O)c3ccco3)CC2)cc1OC | 102 | -6 | -1.3 | 40 | 2 | 4 | -3 | -3 | 14
Cc1cccc(NC(=O)C2CCCN(c3ncnc4c3nc3n4CCCCC3)C2)n1 (configuration not stated) | 100 | x | -1.9 | 23 | -10 | -1 | 3 | -21 | -5
COC(=O)C1=NN(C(C)=O)C2(CC(=O)N(c3cccc(C)c3)C2=O)C1 (configuration not stated) | 116 | -2 | 1.8 | 7 | 5 | 3 | 2 | 14 | -5
CCN1CC(CN(C)Cc2nc(Cc3ccccc3)no2)CC1=O (configuration not stated) | 105 | 2 | -0.4 | 31 | -6 | -5 | -3 | 6 | 10
COc1cc(/C=C/C(=O)O)cc(S(=O)(=O)Nc2ccc3c(c2)CCC3)c1OC | 102 | -9 | 0.3 | 19 | -11 | 4 | 4 | -13 | 9
Cc1ccc(C)c(NC(=O)Cn2nc(C)c3ccccc3c2=O)c1 | 99 | 0 | -0.1 | -4 | -2 | -6 | 5 | 4 | -1
CCc1c(C)nc(N)n2c(SCC(=O)Nc3ccccc3OC)nnc12 | 97 | -5 | -1.9 | 30 | 2 | 1 | 1 | 8 | 0
Nc1cc2c3c(cccc3c1)C(=O)N(CCN1CCCC1)C2=O | 101 | -5 | 66* | 1 | -19 | 0 | 5 | -56 | 3
Cc1ccc(S(=O)(=O)N2CCCN(S(=O)(=O)c3ccccc3Br)CC2)cc1 | x | -1 | -3.3 | x | x | x | 6 | 5 | -8
Cn1nc(C(=O)OCC(=O)c2ccc[nH]2)c2ccccc2c1=O | x | -1 | 2.4 | 23 | 5 | 1 | -9 | 2 | 1
CCN(CC)C(=O)C1CC(=O)N(c2ccc(F)c(Cl)c2)C1 (configuration not stated) | 98 | 0 | -1.3 | 6 | -14 | 3 | 6 | 22 | 0
O=C(/C=C/c1ccc2c(c1)OCCO2)c1ccc(O)cc1 | 93 | -2 | -2.8 | -6 | -8 | -1 | 5 | 3 | -7
NC(=O)c1cnn2c(C(F)(F)F)cc(-c3ccccc3)nc12 | 99 | 0 | -3.5 | 21 | -9 | 2 | -7 | -3 | 18
COc1ccc(Cn2c(=O)oc3ccc(C)cc32)cc1 | 104 | -11 | -0.4 | -12 | -1 | 2 | 0 | 22 | -4
O=C(Cn1c(NCCO)nc2ccccc21)NCCc1ccccc1 | 102 | -1 | -0.9 | -3 | -7 | 3 | -2 | 20 | 1
Cc1c([N+](=O)[O-])c(N)nn1C | 94 | -5 | -2.8 | 1 | -7 | 2 | 4 | 12 | -1
Cc1cc(F)ccc1NC(=O)C(C)n1c2ccccc2c2nc(=O)cc(C)n21 (configuration not stated) | 98 | 0 | -2.4 | 24 | -2 | 0 | -2 | 8 | 18
COc1ccc(NC2c3ccccc3C(=O)N2Cc2ccc3c(c2)OCO3)cc1 (configuration not stated) | 93 | -6 | -1.1 | 13 | -38 | 5 | -4 | 2 | 8
O=C(NCC1CCCO1)C1C2C=CC3(CN(Cc4cccs4)C(=O)C13)O2 (configuration not stated) | 100 | -3 | 2.1 | -1 | 1 | -2 | 1 | 10 | 0
COc1cccc(Cn2c(=O)c3[nH]cnc3n(-c3ccccc3C)c2=O)c1 | 98 | -1 | -3.8 | 38 | -1 | -3 | -1 | -13 | -9
COC(=O)C1=C(Nc2cc(Cl)cc(Cl)c2)CSC1 | 86 | 9 | 2.9 | -31 | -6 | 0 | 6 | -25 | -3
Cc1ccccc1Nc1nnc(SCC(=O)Nc2ncc(C(F)(F)F)cc2Cl)s1 | 95 | 2 | -2.8 | -16 | -5 | -5 | 4 | 0 | -6
N#Cc1ccccc1NCC(=O)N1CCN(S(=O)(=O)c2ccccc2)CC1 | x | -1 | -1.1 | x | x | 2 | 5 | 6 | -8
